Compound activity deposited in PubChem BioAssay by National Center for Advancing Translational Sciences (NCATS).
EPAC1 antag: antagonists of human EPAC1. EPAC1 GEF assay, Rap1b-BODIPY-GDP exchange fluorescence. Potency, µM (highest dose often 115 µM), for the others: at the highest dose activity change, negative = inhibition, hits mostly inhibitors. AID 720709. O95398. 0.14% of 360,000 active;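 note: potency is the fitted concentration of half-maximal effect; plate controls were vehicle for no effect and positive control for full effect; nearly all actives have a fitted effect of over 50% in size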
WRN helicase inh: inhibitors of human WRN helicase | Q14191 | WRN helicase unwinding, fluorescent forked duplex, kinetic | Potency, µM (titrated, usually from 114 µM), for inactives: at the highest dose activity change, negative = inhibition, most hits filed as inhibitors | 0.46% of 360,000 active; note: potency is the fitted concentration of half-maximal effect; % is set by controls: 0 for no effect and ±100 for the full control effect; nearly all actives have a fitted effect of over 55% in size
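WRN at 20 nM final preincubated with compound 15 min at room temperature; reaction started with 100 nM fluorophore/quencher forked duplex oligonucleotide and 2 mM ATP final. Unwinding followed kinetically by red fluorescence (ex 525, em 598 nm).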
Abeta yeast res: compounds reversing amyloid beta toxicity in yeast | AID 1347071 | yeast expressing A-beta42, growth rescue, OD600, 48 h; response scale: 0% DMSO, 100% iron-clioquinol control | 0.063% of 410,000 active | Potency, µM (doses to about 46.1 µM), inactives show at the highest dose growth rescue, usual class: activators; note: potency is the fitted concentration of half-maximal effect; nearly all actives have a fitted effect of over 55% in size
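Yeast growth medium received pinned compounds, then yeast cells expressing toxic A-beta were added; plates incubated at 30 C for 48 hr. Growth read as absorbance at 600 nm, normalized to DMSO and equimolar FeCl3 plus clioquinol controls.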
PLK1 PBD inh: PLK1 (human) polo-box domain binding inhibition; P53350; Plk1 PBD binding of FITC phosphopeptide, fluorescence polarization; Potency, µM, for the others: max response, negative = inhibition, usual class: inhibitors; 2.8% of 360,000 active; AID 720504; note: potency is the fitted concentration of half-maximal effect; series mostly up to about 57 µM; % is set by controls: 0 for no effect and ±100 for the full control effect; nearly all actives have a fitted effect of over 65% in size
Target sequence (P53350 whole entry, looked up, the tested form may be a part): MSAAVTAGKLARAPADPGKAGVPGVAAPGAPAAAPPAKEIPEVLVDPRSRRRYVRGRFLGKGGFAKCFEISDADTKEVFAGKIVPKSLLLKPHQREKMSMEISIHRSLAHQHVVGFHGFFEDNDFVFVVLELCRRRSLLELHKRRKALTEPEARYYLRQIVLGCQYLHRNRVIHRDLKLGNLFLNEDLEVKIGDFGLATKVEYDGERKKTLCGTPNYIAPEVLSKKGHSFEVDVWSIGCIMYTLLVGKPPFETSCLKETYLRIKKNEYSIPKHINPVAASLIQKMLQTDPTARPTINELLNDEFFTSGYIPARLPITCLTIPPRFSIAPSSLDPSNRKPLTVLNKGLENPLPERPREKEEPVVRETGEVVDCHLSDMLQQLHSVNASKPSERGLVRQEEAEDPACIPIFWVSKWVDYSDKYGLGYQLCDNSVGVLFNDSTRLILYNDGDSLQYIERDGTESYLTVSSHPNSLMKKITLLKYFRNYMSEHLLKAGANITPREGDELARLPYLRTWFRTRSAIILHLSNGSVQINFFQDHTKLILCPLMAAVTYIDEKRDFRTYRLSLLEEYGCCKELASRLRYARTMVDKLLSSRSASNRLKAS
EPAC1 agonist: activates human EPAC1 exchange factor; EPAC1 agonist qHTS, biochemical assay; response scale: 100% = response to 6.5 mM cAMP; Potency, µM (doses to about 154 µM), without a hit: at the top dose activation, usual class: activators; O95398; 0.073% of 360,000 active; note: potency is the fitted concentration of half-maximal effect; nearly all actives have a fitted effect of over 60% in size
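Normalized to 6.5 mM cAMP, activity reflects EPAC1-catalysed release of BODIPY-GDP from Rap1B, followed kinetically over 30 min at 480 nm excitation, 540 nm emission. Reaction contained 100 nM EPAC1, 250 nM Rap1B-BODIPY-GDP, 50 uM GDP.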
IL2 activator: activators of IL-2; 0.065% of 360,000 active; AID 652025; IL-2 activation reporter assay, cell-based qHTS; stimulated with anti-CD3/CD4/CD28 beads; in transgenic mouse T cells; activation, % (series mostly up to about 46 µM); in the data active = activation above about 50%; inconclusive = mostly about 30% to 49%; note: 0% is about no effect
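First, unstimulated transgenic mouse T cells were exposed to compound for 60 min. Next, anti-CD3/anti-CD4-coated beads with anti-CD28 were added. Finally, after 18 h at 37 degrees C, EGFP and DsRed were imaged.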
FUS yeast rescue: suppressors of FUS proteinopathy in yeast | Potency, µM (top dose mostly 76.6 µM), for inactives: at the top dose growth rescue (activation), actives largely listed as activators | 0.24% of 390,000 active | S. cerevisiae FUS-expressing, growth rescue, OD600, 24 h;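 note: potency is the fitted concentration of half-maximal effect; plate controls were DMSO vehicle for no effect and reference control for full effect; nearly all actives have a fitted effect of over 55% in size; some results filed as inactive show a strong effect at the top dose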
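Yeast expressing FUS under galactose induction, OD 0.005 in 2% galactose medium; compounds in a dilution series, 24 h at 30C. Growth rescue by absorbance at 600 nm; CP55940 positive control, DMSO negative.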
PI5P4K alpha inh: blocks human PI5P4K alpha kinase activity | 1.2% of 330,000 active | P48426 | AID 652105 | max response, % | PI5P4Kalpha enzyme, ADP-Glo luminescence, 60 min; active compounds read low; active = max response of -50% or lower; inconclusive = between -30% and -50%; inactive = -30% or higher; note: value at the top dose of about 77 µM; % is set by controls: 0 for no effect and ±100 for the full control effect
Target sequence (P48426 whole entry, looked up): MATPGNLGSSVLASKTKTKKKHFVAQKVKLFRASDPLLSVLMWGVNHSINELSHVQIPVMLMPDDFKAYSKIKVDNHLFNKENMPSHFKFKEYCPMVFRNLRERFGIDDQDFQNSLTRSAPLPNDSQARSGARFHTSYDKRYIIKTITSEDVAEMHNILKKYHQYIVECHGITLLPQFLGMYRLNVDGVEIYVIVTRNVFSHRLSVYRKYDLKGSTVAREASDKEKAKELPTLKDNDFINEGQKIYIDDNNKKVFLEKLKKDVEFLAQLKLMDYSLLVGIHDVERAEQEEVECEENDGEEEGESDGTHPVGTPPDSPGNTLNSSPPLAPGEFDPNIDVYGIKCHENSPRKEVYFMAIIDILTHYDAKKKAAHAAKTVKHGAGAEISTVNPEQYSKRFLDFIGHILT
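Compounds were pin-transferred onto PI5P4Kalpha and substrate in HEPES pH 7.4 buffer with EGTA, CHAPS and 5% DMSO. ATP (5 microM final) started the reaction, which ran 60 minutes at room temperature before ADP-Glo detection.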
Active calls of the source: *; ? = inconclusive; · = not tested or not shown; [ ] = remark or other dose. Unless noted, calls come from the whole dose curve; as a rule, active = well fitted curve in the direction sought with a large enough effect; inconclusive = small, poorly fitted or top-dose-only effect, or another doubt; inactive = no such curve, though single readings can be large; an effect the other way counts as inactive or inconclusive.

SMILES | EPAC1 antag | WRN helicase inh | Abeta yeast res | PLK1 PBD inh | EPAC1 agonist | IL2 activator | FUS yeast rescue | PI5P4K alpha inh
O=c1c2ccccc2oc2ccc(NCCCN3CCOCC3)cc12 | -27% | -7% | -9% | -3% | 4% | -0.2 | -19% | 4
Cc1ccc(/C=N/N2CCN(Cc3cccc4ccccc34)CC2)o1 | -10% | -7% | -7% | -16% | 17% | -0.4 | -7% | -4
O=C(NCCc1ccccc1)C1CCN(C2CCN(C(=O)CC3=CCCCC3)CC2)CC1 | -19% | -2%[57.1 µM] | 2% | 4% | -4% | 1.4 | 20% | 7
CC(=O)NCCOc1ccc2oc3ccccc3c2c1 | 5% | 5% | 26% | -3% | -4% | -2.6 | 0% | 2
CCOc1ccc2nc(NC(=O)CSCC(=O)Nc3cc(C)on3)sc2c1 | 6% | 3% | 4% | 0% | -4% | -5.0 | 8% | 2
COc1ccc(C2/C(=C(/O)c3ccccc3)C(=O)C(=O)N2CCN2CCOCC2)c(OC)c1 (stereo not given) | -1% | 5% | 11% | -4% | -3% | 2.5 | 12% | 3
Cc1ccccc1C(=O)Nc1ccc(N2CCCC2)cc1 | -18% | -6% | 22% | 3% | -5% | -1.3 | ? | -8
CN(CC(=O)N1CCCC1)S(=O)(=O)c1ccc(Cl)cc1 | 8% | 7% | 1% | 0% | -1% | -1.9 | -17% | 2
COc1ccccc1-n1c(C)cc(/C=C2/C(=N)N3C(=NC2=O)SN=C3S(C)(=O)=O)c1C | -26% | -8% | -6% | ? | 0% | 0.4 | 1% | -51*
CC(Nc1c([N+](=O)[O-])c(=O)oc2ccccc12)C(Cl)c1ccccc1 (stereo not given) | -12% | -1% | -2% | -14% | 10% | 1.8 | ? | -4
CC(C)C(NC(=O)C(Cc1ccccc1)NC(=O)OCc1ccccc1)C(=O)O (stereo not given) | -18% | -5% | -5% | -10% | -5% | 5.3 | 8% | -1
Cc1ccccc1N(CC(=O)NCc1ccccc1)C(=O)CCC(=O)Nc1nccs1 | 5% | 4% | 12% | -5% | 4% | -3.5 | 25% | 3
CCOC(=O)c1sc(N)c(C#N)c1CSc1nc2ccc(C)cc2[nH]1 | 5% | -10% | 9% | 6% | -4% | 0.1 | 12% | -4
Cc1ccc(-c2nnc(Nc3ccc4c(c3)nc(C)n4C)c3ccccc23)cc1 | ? | -21% | -3% | -10% | 10% | -2.3 | 8% | ·
C=CCn1c(SCC(=O)N2CCN(c3ccc(F)cc3)CC2)nnc1-c1cccs1 | -23% | -5% | -6% | -5% | -7% | 2.8 | -16% | 6
O=C(Cn1nnc(-c2ccccc2)n1)N/N=C/c1ccc(-c2ccc(Cl)cc2)o1 | 7% | -4% | -5% | -6% | -2% | -2.9 | 2% | -2
Cc1cccc(C(=O)N(CC(=O)Nc2sc(C)c(C)c2C(N)=O)C2CCCC2)c1 | -13% | -2% | -3% | -5% | 9% | -0.2 | 6% | -10
COc1cccc(OC)c1OCCCCCc1c(C)n[nH]c1C | -10% | -4% | 21% | 0% | -5% | 0.9 | 10% | -3
Cn1c(SCC(=O)Nc2nccs2)nnc1-c1ccncc1 | ? | -25% | 6% | -7% | 5% | 5.8 | 16% | -2
CC1CCCCN1CC(=O)Nc1ccc2c(c1)OC(F)(F)O2 (stereo not given) | -6% | 0% | -5% | -10% | -2% | 0.6 | -2% | 22
Cc1cn(C2OC(COC(=O)c3ccccc3)C(O)C2Cl)c(=O)[nH]c1=O (stereo not given) | 9% | 11% | -13% | ? | -6% | 2.4 | -15% | 1
Cc1ccc(C2NC(=O)c3sc(=S)n(-c4ccccc4)c3N2)cc1 (stereo not given) | -12% | -1% | 1% | -14% | -4% | 0.3 | -12% | -4
COC(=O)[C@@]12C[C@@H](CC(=O)NCc3cccc4ccccc34)C(=O)N(Cc3cccc4ccccc34)C1=CCC(C)(C)C2 | 15% | 0% | -3% | 2% | 7% | -1.0 | 0% | 0
COc1ccc(C(=O)C[n+]2ccc3ccccc3c2C)cc1 | 2% | 8% | 2% | -1% | 4% | -1.4 | -3% | 1
Cc1ccc(NC(=O)C2CCN(C(=O)c3cccs3)CC2)cc1 | -20% | -34% | -5% | -11% | 1% | -5.1 | 10% | -5

Reprinted from the part before: 3 entries; new compounds follow.
SMILES | EPAC1 antag | WRN helicase inh | Abeta yeast res | PLK1 PBD inh | EPAC1 agonist | IL2 activator | FUS yeast rescue | PI5P4K alpha inh
COC(=O)[C@@]12C[C@@H](CC(=O)NCc3cccc4ccccc34)C(=O)N(Cc3cccc4ccccc34)C1=CCC(C)(C)C2 | 15% | 0% | -3% | 2% | 7% | -1.0 | 0% | 0
COc1ccc(C(=O)C[n+]2ccc3ccccc3c2C)cc1 | 2% | 8% | 2% | -1% | 4% | -1.4 | -3% | 1
Cc1ccc(NC(=O)C2CCN(C(=O)c3cccs3)CC2)cc1 | -20% | -34% | -5% | -11% | 1% | -5.1 | 10% | -5
C#CCN(C[C@H]1[C@H](OC(=O)NC2CCCC2)[C@H](OC(=O)NC2CCCC2)C[C@H]2C(=O)N(c3ccccc3)C(=O)[C@@H]12)S(=O)(=O)c1ccc(C)cc1 | 7% | 5% | 3% | -1% | -11% | 0.9 | ? | 2
CC(=O)N[C@@H]1c2c(ccc3ccccc23)OC[C@@H]1COC(C)=O | -3% | 8% | -17% | -3% | -11% | 0.0 | 12% | -9
O=C(Nc1ccccc1O)c1ccc2c(c1)C(=O)N(N1C(=O)c3ccccc3C1=O)C2=O | 11% | -36% | -5% | -12% | -5% | -5.6 | 4% | -17
Cc1cc(C2C(=O)NC(=O)C2=O)c(C)cc1Br (stereo not given) | -8% | -4% | 2% | -18% | 3% | 0.6 | 12% | -30
CCCC(=O)Nc1cccc(NC(=S)NC(=O)C(C)Oc2ccc(Cl)cc2Cl)c1 (stereo not given) | -8% | -24% | -3% | -3% | -3% | -0.5 | · | 16
O=C(OCc1ccccc1)N1C=CCC[C@@H]1c1c(Cl)cccc1Br | 4% | -2% | -3% | -4% | -3% | -0.3 | -7% | 0
CC1Sc2ccc(S(=O)(=O)N3CCC(C(=O)N4CCN(C)CC4)CC3)cc2NC1=O (stereo not given) | -35% | 3% | 2% | -10% | 2% | -3.6 | -14% | -4
CCOc1ccc(-c2c(C)n([O-])c3c([n+]2=O)CCCCC3)cc1 | -11% | -12% | -1% | 0% | -12% | 0.1 | 13% | 0
CC(C)(C)NC(=O)CN(Cc1cccs1)C(=O)CNS(=O)(=O)c1ccccc1 | -8% | 1% | -1% | -7% | -2% | 0.0 | 21% | 1
O=C(Nc1ncccc1Cl)C(Sc1ccccc1)c1ccccc1 (stereo not given) | -9% | -3% | -3% | -25% | 5% | -0.4 | 27% | -1
CN(C)c1nc(OCCOC(=O)COc2ccc(Cl)cc2Cl)nc(N(C)C)n1 | 4% | -12% | -2% | 1% | 7% | -2.6 | ? | ·
CC(SCc1ccccc1)C(=O)Nc1ccc(F)cc1 (stereo not given) | -6% | 5% | 5% | -25% | -4% | -2.4 | 17% | 3
CCS(=O)(=O)N1CCCC(C(=O)NC2CCCC2)C1 (stereo not given) | 10% | -5% | 6% | -1% | -10% | 0.5 | -2% | -2
O=C(CN1CCN(c2ccccc2)CC1)NC(=O)NCc1ccco1 | -10% | 8% | -10% | -11% | 0% | -1.1 | · | -8
COCCCNC(=O)C[C@H]1C[C@H](C(=O)N2CCOCC2)[C@@]2(CCC3CCCC3)c3[nH]c4cc(CCC(=O)N(C)C)ccc4c3CCN2C1=O | -2% | -2% | -3% | -6% | -8% | 1.1 | 21% | -6
COc1ccc(Br)cc1S(=O)(=O)NCc1ccccn1 | 7% | -4% | 2% | -15% | 12% | -0.2 | 5% | -2
CC(=O)N1CCN(C(=O)c2cccc(S(=O)(=O)Nc3ccc(C)cc3)c2)CC1 | 12% | -6% | 12% | -6% | -5% | 2.5 | -12% | 9
Cc1nc(N2CCN(C)CC2)c2c3c(sc2n1)CCCC3 | -12% | 11% | -3% | 6% | 0% | 0.0 | -11% | -7
COc1ccc(C(C)NC(=O)c2ccccc2Cl)cc1OC (stereo not given) | 7% | 2% | -2% | -7% | -1% | -0.2 | · | -4
O=C(N/N=C/C(Br)=C/c1ccccc1)c1ccc([N+](=O)[O-])cc1 | -19% | -7% | · | -16% | 3% | 0.2 | -14% | -5
COc1nc(NC(C)(C)C)nc(Oc2ccc(=O)n(C)n2)n1 | 14% | 9% | 0% | -1% | -11% | -1.6 | 2% | 3
CCOC(=O)N1CCC(NC(=O)c2cccc3c2C(=O)N(c2ccc(OC)cc2)C3)CC1 | -18% | -27% | 4% | -8% | -5% | -0.5 | ? | ?
Cc1ccc(CNC(=O)C2CC(=O)OC23CCCC3)c(C)c1 (stereo not given) | -11% | -23% | 4% | -6% | 0% | -0.4 | 23% | ·
Cc1ccc(-n2c(=O)c(C#N)cc3c(=O)n4ccccc4nc32)cc1 | 7% | -10% | -4% | 4% | -3% | ? | 21% | -4
Cc1cc(C(=O)COC(=O)c2cccc(O)c2)c(C)n1C1CC1 | 8% | -9% | -20% | -7% | 0% | -5.2 | · | -13
SMILES | EPAC1 antag | WRN helicase inh | Abeta yeast res | PLK1 PBD inh | EPAC1 agonist | IL2 activator | FUS yeast rescue | PI5P4K alpha inh
CN(CCCC1CCCC1)C(=O)CC1C(=O)NCCN1Cc1cccc(F)c1F (stereo not given) | -1% | -5% | 10% | -10% | -9% | -0.5 | 31% | 10
COC(=O)C1=C(C)N(c2cccc3ccccc23)C(=O)C1 | 14% | 6% | 3% | -17% | -5% | -3.6 | ? | -18
O=C(NCc1ccc(F)cc1)c1ccc(CS(=O)(=O)c2ccc(Br)cc2)o1 | -21% | -12% | 1% | -6% | -20% | -1.0 | -17% | 1
CC(NC(=O)CCC(=O)N1CCCCCC1)c1ccccc1 (stereo not given) | -4% | 10% | 5% | 4% | -5% | -3.5 | -27% | -5
Cc1ccc(Cn2cc(CN3CC(N4CCN(CCN(C)C)CC4)CS3(=O)=O)nn2)cc1 (stereo not given) | -1% | -5% | -3% | -8% | 2% | 0.4 | 2% | -1
Cc1cc(C)n(S(=O)(=O)c2ccc3ccccc3c2)n1 | -1% | -10% | -14% | 2% | 17% | -1.4 | 14% | ·
CCOC(=O)c1c(N)sc2c1C1CCN2CC1 | 6% | 0% | 37% | -5% | 5% | 1.0 | -21% | -9
CCOc1ccc(-c2nnn(CC(=O)NCc3cccs3)n2)cc1 | 7% | -4% | 3% | -2% | 6% | -0.8 | -24% | ·
